# HUVEC tox TNFa: HUVEC cytotoxicity counter-screen, TNF alpha stimulated; cell count reduction, % at 2 µM; actives 0.17% (n = 93,000); HUVEC TNFalpha-stimulated, Hoechst cell count, imaging;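 active = cell count reduction exceeding the screen mean by over 5 SD, scaled to untreated wells per plate, cut at about 78% in these data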;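 also: cells counted after 24 h of TNF alpha exposure following the 1 h pretreatment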
# PLK1 kinase inh: PLK1 (human) kinase inhibition. P53350. recombinant PLK1 kinase, TR-FRET peptide phosphorylation. inhibition, % at 10 µM. actives 0.53% (n = 97,000). AID 619;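 active = inhibition of 50% or more in the single-concentration screen; inactive = inhibition below 50%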;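 also: 0% = DMSO max control and 100% = H-89 dihydrochloride min control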
# IL1B cytotox: toxic to HUVEC cells under IL-1B stimulation | HUVEC cell count loss, Hoechst imaging, IL-1B stimulated | cell count reduction, % at 2 µM | actives 0.41% (n = 94,000);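 active = cell count reduction more than 3 SD above the screen-wide mean, cut at about 70% in these data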;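 also: normalized per plate to untreated control cells as the no-loss baseline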
# hDAT+cocaine: human DAT dopamine uptake with cocaine, either direction. LLC-PK1 hDAT cells, [14C]-dopamine uptake with cocaine IC80; actives deviate in either direction. B-score at 10 µM. Q01959. actives 1.3% (n = 110,000);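 active = Z score or B-score, a plate-position-corrected score, falls beyond the plate's 99.7% confidence bounds, in either direction; inactive = both scores lie inside the 99.7% bounds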;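 also: scored against the spread of the other compound wells on the same plate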
# E coli WT exp: blocks growth of wild type E. coli BW25113 | growth inhibition, % at 100 µM | OD600 absorbance | actives 0.15% (n = 98,000) | AID 710;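 active = growth inhibition above about 50% at one test dose, limit read from the data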;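 also: growth measured after 20 h incubation at 37 °C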
# VCAM1 TNFa inh: reduces TNF alpha induced VCAM1 expression in HUVEC; AID 802; HUVEC TNFa-induced VCAM-1 immunofluorescence, high-content imaging; inhibition, % at 2 µM; actives 0.48% (n = 95,000);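 active = inhibition above the batch mean plus 3 SD, with images confirmed as a hit by eye, cut at about 37% in these data; inconclusive = inhibition above that limit but hit not confirmed in images; inactive = inhibition not above that limit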;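 also: 0% = TNF-stimulated DMSO wells and 100% = unstimulated control wells; not every result past the cut was called active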
# PLK1 PBD inh: Plk1 (human) PBD binding inhibition. P53350. Plk1 PBD phosphopeptide binding, fluorescence polarization. inhibition, %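 (tested at about 20 µM)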. actives 0.13% (n = 97,000). AID 693; in the data active = inhibition above about 34%, passing the limit was not always enough
# F-actin modifier: modifiers of cytoskeleton assembly | HUVEC TNFa F-actin phalloidin imaging, high content | inhibition, % at 2 µM | actives 0.18% (n = 91,000);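 active = inhibition above the batch mean plus 3 SD and confirmed as a hit by visual image inspection, cut at about 30% in these data, passing the limit was not always enough; inconclusive = above the inhibition threshold but rejected on visual inspection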; also: strong numbers were not always called active
# sEH inh: soluble epoxide hydrolase (human) inhibition. P34913. recombinant human sEH enzymatic activity assay. inhibition, % at 2 µM. actives 0.34% (n = 91,000); in the data active = inhibition above about 80%; also: values of inactives mirror those of a sister screen read the other way; many of its hits are not listed in these tables
# Target sequence (P34913 whole entry, looked up): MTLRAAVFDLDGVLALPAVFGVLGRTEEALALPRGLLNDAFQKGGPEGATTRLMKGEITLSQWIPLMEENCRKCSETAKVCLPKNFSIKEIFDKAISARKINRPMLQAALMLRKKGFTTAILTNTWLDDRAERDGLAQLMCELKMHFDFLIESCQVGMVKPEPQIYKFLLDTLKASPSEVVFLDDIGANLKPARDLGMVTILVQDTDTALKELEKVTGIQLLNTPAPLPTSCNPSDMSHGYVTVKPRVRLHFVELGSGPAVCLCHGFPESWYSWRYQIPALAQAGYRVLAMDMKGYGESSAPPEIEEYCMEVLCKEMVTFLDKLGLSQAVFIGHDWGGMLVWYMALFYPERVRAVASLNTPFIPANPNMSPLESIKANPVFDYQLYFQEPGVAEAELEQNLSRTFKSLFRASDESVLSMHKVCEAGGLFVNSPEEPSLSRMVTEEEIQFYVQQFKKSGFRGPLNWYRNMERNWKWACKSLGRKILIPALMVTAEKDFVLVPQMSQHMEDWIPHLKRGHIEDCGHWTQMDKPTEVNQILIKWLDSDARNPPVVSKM
# * hit, by the source's call; u = inconclusive; x = not tested or not shown.
# Results follow in this order: HUVEC tox TNFa, PLK1 kinase inh, IL1B cytotox, hDAT+cocaine, E coli WT exp, VCAM1 TNFa inh, PLK1 PBD inh, F-actin modifier, sEH inh
CCOC(=O)CC1C(=O)NCCN1S(=O)(=O)c1ccc(Cl)c(Cl)c1 (stereo unspecified)
    -21, -12, 20, 0.6, 4, -8, 18, 4, 1
COc1cc(OC)c(NC(=O)Cn2cccc2)cc1Cl
    -11, -5, 14, -1.9, -7, -7, -4, 5, -5
COC(=O)C1=C(Nc2ccc(OC)cc2)C=C(C)C(C(=O)OC)C1c1ccc(C)cc1 (stereo unspecified)
    4, -9, -10, 1.1, -13, -4, -17, 19, 8
O=C(Oc1ccc(Cl)c2cccnc12)c1ccco1
    -2, 2, -31, 0.13, 100*, 6, -4, 4, -3
CCOC(=O)Cc1csc(NS(C)(=O)=O)n1
    5, -13, 11, -0.34, 0, -14, -12, 4, -30
COC(=O)c1ccccc1NC(=S)NC(=O)C1CC1
    -18, -16, -6, -0.32, 2, -13, 17, 30, 0
Cc1nnn(C23CC4CC(CC(C4)C2)C3)n1
    -33, -16, 36, -1.1, 2, -6, 10, -4, 0
O=S(=O)(c1ccccc1Cl)N1CCCC1c1nc(-c2cccc(Cl)c2)no1 (stereo unspecified)
    -13, -7, -18, 0.78, -11, 6, 19, 47, 7
CCc1cccc(OCCCCNCCO)c1
    -16, -5, -6, -1.8, 7, 5, 25, -2, 1
Cc1ccccc1NC(=S)Nc1cccc([N+](=O)[O-])c1
    -17, -9, -62, -1.1, 14, -17, 34, 3, -8
O=C(Nc1ccncc1)c1cn(-c2ccccc2)nc1-c1cccs1
    -2, -1, -9, x, 7, 2, 6, x, 3
O=C(c1c(F)c(F)c(F)c(F)c1F)N(Cc1ccccc1)Cc1ccccc1
    -20, -10, 9, -0.36, -4, -4, 1, 13, 2
O=C(Cn1c(C(F)(F)F)nc2ccccc21)NCCCN1CCOCC1
    -22, -8, -13, -1.6, x, -1, 12, -2, 6
O=C(CN1C(=O)c2ccccc2C1=O)NN1C(=O)c2ccccc2C1=O
    -13, -9, 21, -0.1, -9, 20, 7, -16, -4
Clc1ccc(OCCCc2nc(-c3ccncc3)no2)c(Cl)c1
    -1, 9, -12, 1.3, 16, -9, -14, 29, -4
CCC(=O)NCC(c1cccs1)N1CCOCC1 (stereo unspecified)
    -14, -2, -19, 0.32, 0, 3, 0, 22, 1
Nc1ccc(S(=O)(=O)NNC(=O)C(=O)NNc2ccccn2)cc1
    -3, -15, -7, x, 6, 15, -23, 16, -4
CCn1c(=N)n(CC(=O)C(C)(C)C)c2ccccc21
    -17, -3, 24, 0.45, 5, 8, -13, -5, 3
O=c1sc(N2CCN(c3ccccc3F)CC2)nc2ccsc12
    -4, -22, -81, 0.1, -5, 3, 38, 5, -3
CCCC1CC(C)(C(=O)Cn2[nH]c(=O)ccc2=O)OC1=O (stereo unspecified)
    -9, -4, -7, x, 1, 7, -41, -16, 4
Cc1cccc2cc(CN(Cc3nnnn3C3CCCCC3)C3CCCC3)c3nnnn3c12
    -18, -8, -46, 1.3, -10, -12, -5, 13, 9
COc1ccccc1NC(=O)CSc1nnc(CNC(=O)COc2ccc(Cl)cc2)o1
    -22, 0, -26, -0.71, 11, -12, 3, -10, 4
O=C(c1ccco1)N1CCN(C(=O)c2oc(=O)c3ccccc3c2-c2ccccc2)CC1
    -8, -17, -13, -0.15, -4, 22, -6, -5, -1
CCCn1c(-c2ccc(OC)cc2)nc2ccccc21
    -12, -4, 0, -0.66, 15, 6, 18, -14, -2
OC1CNCc2cc3c(cc21)OCCO3 (stereo unspecified)
    8, -3, 1, -1.2, 1, 0, 8, -3, -15
CSc1nc(N)nc(SCC(=O)OC(C)C)c1C#N
    -26, -13, -12, 0.25, 7, -10, -7, -3, -7
Nc1[nH]n2c(=O)cc(-c3ccccc3)nc2c1N=Nc1ccccc1
    -2, 7, x, -0.23, -9, -4, 48, 2, -22
C#CC[N+](CC)(CC)CC#Cc1cccc(Cl)c1
    13, -12, -35, 0.21, 4, 14, 30, -21, 8
CCN=C(NCC)SC1CC(=O)N(c2cccc(OCC)c2)C1=O (stereo unspecified)
    -34, 4, -34, -0.49, -6, 2, -3, 26, -1
CCCCNC(=O)c1cc(-c2ccc(F)cc2)on1
    -14, -5, 7, 0.64, -2, 2, 17, 8, 3
CCOc1ccccc1N/C=C(\C#N)c1nc2ccccc2n1C
    -30, 9, -160, -1.8, -15, 5, -13, 13, 7
COC(=O)CSc1ncnc2c1cnn2Cc1ccccc1
    -23, -6, -44, -1.2, 3, 5, 13, -13, 5
Cn1c(=O)n(C)c2cc([N+](=O)[O-])c(N3CCN(C(=O)c4ccc(Cl)cc4)CC3)cc21
    -3, -16, -12, 0.86, -3, -5, 13, 11, x
O=C(Nc1ccc(Cc2ccncc2)cc1)C1CCC(N2C(=O)C3C4C=CC(C5CC45)C3C2=O)CC1 (stereo unspecified)
    -26, 1, -174, -0.44, -2, -5, -4, 6, 86*
CCN1CCN(C(=O)CN(CCc2ccccc2)S(C)(=O)=O)CC1
    -94, -2, -15, -0.75, -3, 40, -9, u, 5
O=C(Nc1ccc(N2CCOCC2)cc1)c1cn2ccccc2n1
    28, -5, -14, x, 5, 12, 1, 16, -2
CC1CCCC(NC(=O)Nc2cccs2)C1C (stereo unspecified)
    -14, -10, -10, 0.33, -5, 5, -3, -19, 80*
CN(C)CCSc1nc(N)c2c3c(sc2n1)COC(C)(C)C3
    12, -5, -10, -0.096, 12, 14, 2, 9, 0
Cc1cc(=O)[nH]c(SCC(=O)Nc2cccc3ccccc23)c1C#N
    -22, -2, -5, -0.81, -4, -7, 27, 1, 6
COC(=O)Cc1nnc(NC(=O)c2ccccc2)s1
    -31, -5, -14, 0.86, -11, -8, -1, 11, 7
CCN=C1S/C(=C\c2cn(C(C)=O)nc2-c2ccccc2)C(=O)N1CC
    4, -14, -18, 0.39, x, -20, -2, 8, -6
CCOC(=O)C1CCN(CC(=O)c2c(C)[nH]c3cc(C)ccc23)CC1
    14, -8, -1, 0.28, 8, 2, -1, 8, 8
Cn1cnc([N+](=O)[O-])c1Sc1ccccc1
    -27, -8, 12, 0.066, 25, 19, -11, 21, -1
CCOC(=O)c1cccc(NC(=O)CSc2nnc(COc3ccc(Cl)cc3)o2)c1
    -18, -5, -28, -0.2, -5, 12, -18, -15, 9
Cc1ccc(NS(=O)(=O)c2ccc(NC(=O)[C@@H]3CCCC[C@@H]3C(=O)O)cc2)c(C)c1
    -19, -11, -52, -0.39, 8, 7, -5, -2, 4
CCOC(=O)Nc1ccc(S(=O)(=O)Nc2nccc(C)n2)cc1
    2, -17, -44, -0.73, -3, -6, 15, -10, -4
CCOc1ccc(C(=O)NCC(=O)OCC(=O)Nc2ccccc2OCC)cc1
    -14, 1, 4, -0.12, -5, 18, -7, -2, 7
COCCNC(=O)c1cc2oc3ccccc3c2n1C
    -4, -1, 4, -0.02, -2, 6, -6, -11, 5
COc1cccc(-c2cc(C(=O)NC3CCCC3)no2)c1
    -17, 3, -12, 0.56, -11, 4, -10, 11, 0
Cc1cccc(-c2noc(CCC(=O)Nc3ccccc3)n2)c1
    -20, -9, -11, 0.43, 8, 13, 0, -5, 5
COc1cccc2c(=O)n(CC(=O)Nc3cccc(F)c3)ccc12
    -22, -9, -41, -0.33, 0, 6, -10, 10, 6
CC1CCN(C(=O)CCCOc2ccc(Cl)cc2)CC1
    6, -16, -14, 0.098, x, 31, 12, -8, -4
CCc1cc(=O)oc2cc(C)cc(OC(C)C(=O)O)c12 (stereo unspecified)
    -19, -2, -73, -0.47, -4, -11, 5, 0, 15
Cc1cc(=O)n(-c2ccc(O)cc2)[nH]1
    -2, 0, -2, -0.44, 8, 10, 32, -36, -2
O=C(CSc1nnc2c(n1)[nH]c1ccc(F)cc12)OCc1ccccc1
    -24, -8, 8, -8.6*, -8, 22, 0, -14, -6
CC1(C)Cc2c(C#N)c(N3CCN(C(=O)c4ccco4)CC3)nc(Cc3ccccc3)c2CO1
    -6, -12, -6, 0.85, -20, 0, 22, 8, -5
COc1ccc(Br)cc1C(=O)Nc1cc(C)cc(C)c1
    3, -9, 0, -0.11, -2, -8, -26, -2, 2
NNc1nc(NCc2ccccc2)nc(N2CCOCC2)n1
    -26, 4, -23, -0.04, x, 17, -11, 22, 7
COC(=O)C(NC(C)=O)(Nc1nc(C)cs1)C(F)(F)F (stereo unspecified)
    -14, -19, 6, 0.079, 7, -29, 10, -11, 3
Cc1ccnc(NC(=O)C23CC4CC(CC(C4)C2)C3)c1
    2, 1, -27, 0.43, -4, 1, 25, -13, -3

# Records above that bear a hit mark in hDAT+cocaine.
SMILES	PLK1 kinase inh	hDAT+cocaine	VCAM1 TNFa inh	PLK1 PBD inh	F-actin modifier	sEH inh
O=C(CSc1nnc2c(n1)[nH]c1ccc(F)cc12)OCc1ccccc1	-8	-8.6*	22	0	-14	-6

# Other compounds:
# Results follow in this order: HUVEC tox TNFa, PLK1 kinase inh, IL1B cytotox, hDAT+cocaine, E coli WT exp, VCAM1 TNFa inh, PLK1 PBD inh, F-actin modifier, sEH inh
CCN1CCN(c2ccc(NC(=O)c3ccc4c(c3)OCO4)cc2)CC1
    -37, -17, 15, x, 5, 10, 12, 3, 6
O=C(c1ccccc1)c1ccc(CN2C(=O)c3ccccc3C2=O)o1
    -11, -11, -3, 3.4*, 3, 8, -20, -10, -9
CC(=O)N(CCC(c1ccccc1)c1ccco1)Cc1cccs1 (stereo unspecified)
    -8, -8, -15, -0.94, 0, 7, 20, -14, x
COc1ccc(C)cc1NC(=O)CSc1nnc(CC(=O)Nc2cccc(C(F)(F)F)c2)n1C
    -4, -5, 14, -1.6, -8, -11, 24, 17, -27
Cc1ccc(C(c2nnnn2C(C)(C)C)N2CCC(C)CC2)cc1 (stereo unspecified)
    -31, -9, -38, -0.55, x, -3, -16, 12, -3
CCOc1ccccc1C1CC(c2ccc(Cl)cc2)Nc2nc(N)nn21 (stereo unspecified)
    -14, -13, -34, 1, 5, 15, 8, -5, -8
N#Cc1nc(COc2ccccc2)oc1NCCN1CCOCC1
    -1, -14, 25, 0.4, 9, 1, -7, 2, 7
CN(C)c1ccc(C2CC(=O)NC3=C2C(=O)CC(C)(C)C3)cc1 (stereo unspecified)
    -30, -8, -17, -0.86, 7, -11, 5, 15, -14
CCOc1nc(N=C(N)N)nc2c(C)cccc12
    -7, 50, -77, x, 11, 14, -25, 2, -1
Cc1cc(Cl)ccc1NC(=O)NC1CCN(S(=O)(=O)c2ccc(F)cc2)CC1
    9, -15, 9, -1.4, -7, 12, 17, -9, 41
COC(=O)C(=Cc1ccc(OCc2ccc([N+](=O)[O-])cc2)c(OC)c1)C(=O)OC
    -13, -15, -3, 0.057, -5, 7, -10, 43, -15
Cc1ccc(S(=O)(=O)NCCNC(=O)CN2CCCC2)cc1
    8, -2, -15, 0.71, 0, -19, -17, x, -17
COc1cc2c(cc1NC(=O)C(C)Sc1ccc(C)cc1)oc1ccccc12 (stereo unspecified)
    -5, -7, -18, 2.5, -20, 14, 21, 7, 2
Cc1ccc(-c2ccc(=O)n(CC(=O)N3CCN(c4cccc(C)c4)C(C)C3)n2)cc1 (stereo unspecified)
    -6, -18, 1, 1, -8, 8, 21, 11, 5
CCOc1cccc(NC(=O)C(Cc2cccs2)c2nn[nH]n2)c1 (stereo unspecified)
    4, 1, 7, -0.68, -1, 2, -32, -4, -7
O=C1CC(c2ccccc2)CC(O)=C1C=NCCCO (stereo unspecified)
    8, -11, -11, -0.5, 3, 4, -3, -6, 8
O=C(Nc1ccc(NC(=O)c2sc3ccccc3c2Cl)cc1Cl)c1ccco1
    -48, -10, -75, x, -1, 5, 0, 5, -10
CCOC(=O)N1CCC(Nc2ncnc3c2cnn3-c2ccc(C)cc2C)CC1
    12, -2, -27, 0.36, 0, -17, 6, 5, -1
COC(=O)c1c(NC(=O)C2c3ccccc3Oc3ccccc32)sc(C)c1C
    -3, -15, 17, 0.11, -15, 2, 14, 15, -14

# Compound activity from PubChem.
